Assay outcomes: PubChem, National Center for Advancing Translational Sciences (NCATS)
S3 lipid droplet: qHTS Assay for Lipid Storage Modulators in Drosophila S3 Cells. Drosophila S3 cells, BODIPY lipid droplet fluorescence, 18-24 h; cells fed with added oleic acid. lipid storage change, negative = inhibition, % at the top dose, mostly 46.1 µM; hits show Potency in µM. actives 0.64% (n = 320,000); active means well fitted inhibition curve with a large enough effect in the signal ratio, with a control signal flat, not every such curve was filed as active; inconclusive means small, poorly fitted or top-dose-only effect, or effect the other way, or a change in a side signal; the % refers to the signal ratio
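Laser-scanning cytometry quantifies lipid droplet accumulation (500–530 nm total intensity; droplet/cell object ratio) in oleic acid-fed (400 uM added) Drosophila S3 cells treated with a concentration series. 20 uM Triacsin C defined 100% inhibition.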
S3 lipid droplet cell count max: second read-out of S3 lipid droplet, no call of its own (marks repeat the call); cell number change, %; measured here: cell count max response;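 cells counted by Cell Tracker Red CMTPX staining in the red channel; peak over a dose series mostly up to 46.1 µM; percent activity relative to internal control wells on each plate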
The depositor's hits bear a star; i = inactive; ? = inconclusive; / = no result given. On the % scale 0 is the no-effect control and ±100 the full control effect; potency means the concentration at half of the fitted maximal effect.

The line under a structure holds: S3 lipid droplet | S3 lipid droplet cell count max
- O=C(CSc1nnc(C2CC2)n1-c1ccccc1)Nc1ccc(N2CCOCC2)cc1
  ? | /
- COC(=O)c1ccc(/C=N/NC(=O)CC(=O)NCC(C)C)cc1
  ? | /
- Nc1ccc(O)cc1C(=O)OCC(=O)C12CC3CC(CC(C3)C1)C2
  ? | /
- COc1ccc2oc(-c3ccco3)cc(=O)c2c1
  12% | -6
- CC(=O)NS(=O)(=O)c1cccnc1Nc1cccc(Cl)c1C
  ? | /
- COc1ccc(CNC(=O)CN2CCN(c3ccc(F)cc3)CC2)cc1
  ? | /
- CN(CCc1ccccc1)C1CCCN(S(=O)(=O)c2cccc(F)c2)C1 (centres undefined)
  ? | /
- c1nnc(NC2=NCCCCC2)s1
  ? | /
- COc1ccc(N(CC(=O)Nc2ccc(F)c(F)c2)S(=O)(=O)c2c(C)[nH]c(=O)[nH]c2=O)cc1
  ? | /
- COc1ccc(/C=C/C(=O)c2cc(Cl)cc(Cl)c2O)c(OC)c1
  ? | /
- COc1cc(C2NC(=O)NC(C)=C2C(=O)OC(C)(C)C)ccc1OCC(N)=O (centres undefined)
  6% | 2
- COc1ccc(/C=N/Nc2nc(NCc3ccco3)nc(Nc3ccc(OC)cc3)n2)cc1
  ? | /
- CC(C)(C)NC(=O)c1ccc2c(c1)C(=O)N(Cc1ccco1)C2=O
  -3% | -3
- O=C(O)CCC(=O)Nc1sc2c(c1C(=O)NC1CCCC1)CCCC2
  -24% | 13
- O=C(/C=C/c1cccc([N+](=O)[O-])c1)n1cnc2ccccc21
  ? | /
- O=C(C1CCN(Cc2ccc(Cl)cc2)CC1)N1CCN(Cc2ccc3c(c2)OCO3)CC1
  ? | /
- CN(C)S(=O)(=O)c1ccc(C(=O)OCC(=O)c2ccc(OC(F)F)cc2OC(F)F)cc1
  3% | -2
- CCOC(=O)N1CCC(=NNC(N)=O)CC1
  ? | /
- O=C(CCc1nnc2n(Cc3ccc(Cl)cc3)c(=O)c3ccccc3n12)NCCCN1CCOCC1
  i | /
- Cc1nn(CC(=O)Nc2ccccc2)c(=O)c2ccccc12
  ? | /

Going on with the list:
The line under a structure holds: S3 lipid droplet | S3 lipid droplet cell count max
- CC(C)(C)c1cc(CCC(=O)NCCc2ccccn2)cc(C(C)(C)C)c1O
  ? | /
- COc1ccc(NC(=O)CN2CCN(CC(=O)Nc3ccc(OC)cc3)CC2)cc1
  ? | /
- CSc1nnc(NC(=O)c2ccc(S(=O)(=O)N3CCOCC3)cc2)s1
  -11% | 14
- CN1CCN(C(=S)NC(=O)c2ccc(Br)cc2)CC1
  ? | /
- CCOC(=O)C1CCN(c2ncnc3c2cnn3C)CC1
  1% | -8
- CNC(=O)NC(=O)CSc1ccc(NC(C)=O)cc1
  ? | /
- Clc1c(CSc2nc3ccccc3o2)nc2ccccn12
  ? | /
- CCOC(=O)c1oc2cc(C)cc(O)c2c(=O)c1-c1csc(C)n1
  ? | /
- O=C(Nc1ccc(F)cc1F)c1cncc(Br)c1
  23% | /
- CC(=O)Oc1ccc(C(=O)N2c3ccccc3NC(=O)C2C)cc1 (centres undefined)
  ? | /
- O=C(COc1ccc(C(=S)N2CCOCC2)cc1)N1CCOCC1
  -5% | 9
- O=c1c2ccccc2oc2ncccc12
  ? | /
- O=C(Nc1ccc(F)cc1)c1ccc2nsnc2c1
  ? | /
- O=C(O)C1=C[C@@H](C2CCCCC2)C[C@@H](OCCCCO)O1
  0% | -3
- COc1ccccc1N1CCN(S(=O)(=O)c2ccc(-n3cnnn3)c(C)c2)CC1
  6% | 9
- Cc1ccccc1NC(=O)Cn1c(O)c(N=NC(=O)c2ccccc2O)c2ccccc21
  ? | /
- CCOc1cccc(C2C(C(=O)c3ccco3)=C(O)C(=O)N2c2nnc(C)s2)c1 (centres undefined)
  ? | /
- O=C(NCCN1C(=O)S/C(=C\c2cccs2)C1=O)[C@H](Cc1ccccc1)N1C(=O)c2ccccc2C1=O
  ? | /
- C=CCOC(=O)C1=C(C)OC(N)=C(C#N)C1c1ccc(OC)c(CSc2ccccn2)c1 (centres undefined)
  13% | 3
- CCCNC(=O)c1ccc(COc2ccc(CCC)cc2OC)o1
  6% | -2

Carrying on:
The line under a structure holds: S3 lipid droplet | S3 lipid droplet cell count max
- CCCc1nnc(NC(=O)CCC(=O)N2CCN(S(=O)(=O)c3ccc(C)cc3)CC2)s1
  ? | /
- COc1ccc(/C=C(/NC(=O)c2ccccc2)c2nc3ccc(Cl)cc3[nH]2)cc1OC
  ? | /
- COc1ccc(CNC(=O)c2cc(C3CC3)nc3c2cnn3C(C)C)cc1
  ? | /
- CC1CC(=O)N(c2ccc(NCCc3ccc(O)cc3)c([N+](=O)[O-])c2)C1=O (centres undefined)
  11% | -7
- Cn1cc(/C=C(\C#N)C(=O)Nc2ncc(Cc3cccc(Cl)c3)s2)c2ccccc21
  -1% | 0
- CC(C)Nc1nc(-c2cccnc2)nc(-c2ccccc2)c1C#N
  ? | /
- COc1ccc(/C=N/NC(=O)c2cccc(NC(=O)c3ccccc3Cl)c2)c(OC)c1
  2% | 7
- Cc1ccc(C(=O)C2=C(O)C(=O)N(c3ncccn3)C2c2ccc(F)cc2)o1 (centres undefined)
  ? | /
- COc1ccccc1CNC(=S)Nc1ccc2nc(N3CCN(C)CC3)cc(C)c2c1
  -17% | -14
- CNC(=O)c1c2c(nc3ccc(Br)cc13)CCCC2
  ? | /
- O=C(c1ccccc1)N1CCn2c1nc1ccccc12
  -6% | 7
- Cc1ccc(C(=O)c2coc3c2C(=O)C(=O)c2ccccc2-3)cc1
  ? | /
- CCCCCCCNC(=O)C1(CC2CC(c3ccccc3)=NO2)CCNCC1 (centres undefined)
  15% | -2
- COCC(C)N=CC1=C(O)CC(C)(C)CC1=O (centres undefined)
  3% | 0
- Cc1ccc(C)c(-n2nnnc2SCC(=O)NNC(=O)c2ccco2)c1
  ? | /
- COc1ccc(N(C(=O)COc2ccc(C)cc2)S(=O)(=O)c2ccc(C)cc2)cc1
  ? | /
- CCCN1CCN(C(=O)C2CCN(c3ncnc4c3nc3n4CCCCC3)CC2)CC1
  i | -19
- CC(C)c1ccc(NC(=O)NC2CCCCC2)cc1
  6% | -9
- COc1ccc(CNCc2ccc3c(c2)OCO3)c(OC)c1OC
  i | -12
- COc1ccc(/C=C/C(=O)OCC(=O)c2c(N)n(C)c(=O)n(C)c2=O)cc1
  -1% | -10

Of the compounds above, these contain fluorine.
The line under a structure holds: S3 lipid droplet | S3 lipid droplet cell count max
- COc1ccc(CNC(=O)CN2CCN(c3ccc(F)cc3)CC2)cc1
  ? | /
- CN(CCc1ccccc1)C1CCCN(S(=O)(=O)c2cccc(F)c2)C1 (centres undefined)
  ? | /
- COc1ccc(N(CC(=O)Nc2ccc(F)c(F)c2)S(=O)(=O)c2c(C)[nH]c(=O)[nH]c2=O)cc1
  ? | /
- CN(C)S(=O)(=O)c1ccc(C(=O)OCC(=O)c2ccc(OC(F)F)cc2OC(F)F)cc1
  3% | -2
- O=C(Nc1ccc(F)cc1F)c1cncc(Br)c1
  23% | /
- O=C(Nc1ccc(F)cc1)c1ccc2nsnc2c1
  ? | /
- Cc1ccc(C(=O)C2=C(O)C(=O)N(c3ncccn3)C2c2ccc(F)cc2)o1 (centres undefined)
  ? | /

Going on with the list:
The line under a structure holds: S3 lipid droplet | S3 lipid droplet cell count max
- CCO[C@H]1OC(C(=O)N2CCN(Cc3ccc4c(c3)OCO4)CC2)=C[C@@H](c2ccccc2)[C@@H]1CCCO
  -3% | -8
- CSc1cccc(NC(=O)C2CCCN(S(=O)(=O)c3cccs3)C2)c1 (centres undefined)
  ? | /
- O=C(Cc1ccccc1)Nc1cccc(S(=O)(=O)N2CCCCCC2)c1
  ? | /
- Cc1[nH]c2ccccc2c1/C=C/c1nc2ccccc2c(=O)n1CCO
  ? | /
- CN(C)c1ccc(C(CC(=O)c2ccccc2)C2CCCCC2=O)cc1 (centres undefined)
  6% | 2
- Cc1cc(Cl)ccc1OCc1nc(-c2ccc(O)cc2)n[nH]1
  i | /
- Cc1c(C(=O)NCCc2ccc3c(c2)OCCO3)oc2ccccc12
  ? | /
- COc1cccc(C(=O)NCc2cccnc2)c1
  i | 11
- O=C(CCN1C(=O)c2ccccc2C1=O)Oc1ccc2ccccc2c1
  12% | -20
- O=C1C=C(c2cc(F)ccc2F)C[C@@H](c2ccc(F)cc2)C1
  ? | /
- O=C(CN1C(=O)CCSc2ccccc21)Nc1ccc2c(c1)OCO2
  ? | /
- CCNC(=O)COC(=O)c1ccc(-c2nc3ccccc3s2)s1
  ? | /
- Cc1ccc(NC(=O)c2c(-c3ccccc3)noc2C)nc1
  ? | /
- Cc1ccc(S(=O)(=O)CC2CSc3nnc(C)c(=O)n32)cc1 (centres undefined)
  ? | /
- O=C(c1ccc(Cl)nc1)N1CCc2ccccc2C1
  ? | /
- CCCN(CC1CC1)C(=S)NC(=O)c1ccccc1Br
  -3% | -10
- COc1ccc(S(=O)(=O)N2CCN(C(=O)CN3C(=O)NC4(CCCC4)C3=O)CC2)cc1
  1% | -2
- CCCCNCCCOc1ccc(C)cc1Br
  0% | 10
- O=c1oc2ccccc2n1Cc1ccccc1F
  ? | /
- COc1ccc(NCC(=O)Nc2ccc(Cl)cc2C)c(OC)c1
  ? | /

Next section:
The line under a structure holds: S3 lipid droplet | S3 lipid droplet cell count max
- COc1ccc(OC2CCN(S(=O)(=O)c3cccc(F)c3)CC2)cc1
  -1% | 5
- N#CC1(Cc2ccc([N+](=O)[O-])cc2)c2ccccc2C=CN1C(=O)c1ccccc1 (centres undefined)
  ? | /
- CCCCn1cnc2c1c(=O)n(C)c(=O)n2C
  8% | 5
- Cc1nc([N+](=O)[O-])c(N2CCN(C)CC2)n1Cc1ccccc1
  ? | /
- CCOC(=O)C1CCCN(C(=O)c2cc(-c3ccncc3)nc3ccccc23)C1 (centres undefined)
  i | /
- O=C1CC(N2CCN(c3nc4ccccc4s3)CC2)C(=O)N1c1ccc(F)cc1 (centres undefined)
  i | 23
- CC(OC(=O)c1cc2ccccc2o1)C(=O)Nc1ccc(N2CCOCC2)cc1 (centres undefined)
  ? | /
- CCCCCCCSc1nnc(-c2ccccc2N)c(=O)[nH]1
  -4% | -16
- O=C(NCCN1C(=O)S/C(=C/c2cccnc2)C1=O)c1cccs1
  2.3µM* | -5.8*
- Cc1cccc(C(=O)N2CCN(S(=O)(=O)c3ccc4c(c3)OCCCO4)CC2)c1[N+](=O)[O-]
  -6% | 24
- COc1ccc(CN(C)C(=O)c2ccc3ccccc3n2)cc1F
  ? | /
- COc1ccc(CC(=O)N2CCN(C(=O)Cc3ccc(OC)cc3)CC2)cc1
  17% | 4
- CCCOc1ccc(CNC(=O)CCC(=O)n2ncc3cc(C)ccc32)cc1
  ? | /
- CC1=C(C(N)=O)C(c2cccs2)NC(=S)N1 (centres undefined)
  6% | 6
- CCCOC(=O)C1=C(C)NC2=C(C(=O)CCC2)C1c1ccc(N(C)C)cc1 (centres undefined)
  ? | /
- CCC(C)Sc1nnc(CSc2nc(C)cc(C)n2)n1C (centres undefined)
  ? | /
- CC1(C)CC(=O)C(C=NCC2CCN(C(=O)Nc3ccc(Cl)c(Cl)c3)CC2)=C(O)C1
  ? | /
- Cc1ccc(NC(=O)NC2=NN(c3ccccc3)C(=O)/C2=C2/CCCN2C)cc1
  ? | /
- COc1c([N+](=O)[O-])c(=O)oc2ccccc12
  1% | -13
- S=c1[nH]nc(-c2cc(-c3ccccc3)n[nH]2)n1/N=C/c1ccccc1
  ? | /

The list continues.
The line under a structure holds: S3 lipid droplet | S3 lipid droplet cell count max
- O=C1Cc2ccccc2C(c2ccc(Cl)cc2)N1 (centres undefined)
  8% | 2
- CN(C)Cc1c(O)ccc2c1O/C(=C\C=C\c1ccccc1)C2=O
  -17% | 3
- CCN(CC)S(=O)(=O)c1cc(NC(=O)CNc2cccc(S(=O)(=O)N3CCCC3)c2)ccc1C
  ? | /
- Cc1cccnc1NC1(C(F)(F)F)N=C(c2ccccc2)NC1=O (centres undefined)
  -5% | -14
- O=C(O)c1ccc(CSCc2c(F)cccc2Cl)o1
  18% | /
- COc1ccc(-c2cn3cc(Cl)ccc3n2)cc1OC
  11% | -22
- COc1ccc(N2CCN(CCCNC(=O)c3ccc(CS(=O)(=O)c4ccc(Cl)cc4)o3)CC2)cc1
  -12% | /
- CCOC(=O)Cc1c[nH]c2ccccc12
  ? | /
- CCCS(=O)(=O)N1CCCC(C(=O)NCCCOCC)C1 (centres undefined)
  ? | /
- CCN(CC)Cc1c(C(=O)N/N=C/c2c(Cl)cccc2Cl)nnn1-c1nonc1N
  ? | /
- Cn1ccnc1SCC(=O)NC1(C#N)CCCCC1
  ? | /
- CCCCCc1c(C)nc(N2CCN(Cc3ccc4c(c3)OCO4)CC2)[nH]c1=O
  ? | /
- CCc1nn(CC(=O)NC2CCN(Cc3ccccc3)CC2)c(=O)c2cc3cc(F)ccc3n12
  18% | -1
- CC1(C)CC(NC(=O)C2CCN(S(=O)(=O)c3ccc(F)cc3)CC2)CC(C)(C)N1
  i | 15
- CCCC(=O)Nc1c2c(nn1-c1ccc(OC)cc1)CS(=O)C2 (centres undefined)
  0% | 5
- Cc1c(Br)c([N+](=O)[O-])nn1CCCC(=O)NC(C)c1ccccc1 (centres undefined)
  1% | /
- COc1ccc(/C=C/C(=O)N2CCCc3ccccc32)cc1
  14% | -9
- COc1cccc2cc(-c3csc(NC(=O)CCC(=O)NCCCN4CCC(C)CC4)n3)c(=O)oc12
  ? | /
- Nc1nc(SCC(=O)N2CCOCC2)n[nH]1
  ? | /
- CCN(C(=O)c1ccc2c(=O)n3c(nc2c1)CCCCC3)c1cc(OC)ccc1OC
  ? | /
- CCOC(=O)c1c(NC(=O)C2c3ccccc3Oc3ccccc32)sc(C(C)=O)c1C
  -8% | -24

These rows are one share of the data; rates above refer to the full screens.
